High-throughput results (PubChem BioAssay)
Shiga toxin inh: blocks Shiga toxin action in Vero cells. Vero cells, Shiga toxin protein synthesis inhibition reporter. inhibition, % at 38.7 µM. 290,000 tested, 9.2% active. AID 2315; in the data active means inhibition mostly above about 28%, no sharp cut-off; inactive means mostly below about 43%; further: 0% is about no effect
Pf growth 48h: inhibits P. falciparum growth in the first generation, 48 h; P. falciparum luciferase growth in erythrocytes, 48 h; Potency, µM (highest dose often 28.7 µM), inactives show at the highest dose activity change, negative = inhibition, most hits filed as inhibitors; 310,000 tested, 5.9% active; AID 504832; further: potency means the concentration at half of the fitted maximal effect; on the % scale 0 is the no-effect control and ±100 the full control effect
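Growth was read as firefly luciferase luminescence after a 48 h, 37 C, 5% CO2 exposure of compounds to reporter-bearing P. falciparum cultures (0.1% parasitemia, 2% hematocrit final) in Albumax-supplemented RPMI 1640.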
Pf growth 96h: P. falciparum growth inhibition at 96 hour, primary screen for plastid delayed-death inhibitors; AID 504834; 320,000 tested, 6.9% active; Potency, µM (highest dose often 28.7 µM), for inactives: top-dose activity change, negative = inhibition, hits mostly inhibitors; P. falciparum luciferase reporter growth, 96 h; further: potency means the concentration at half of the fitted maximal effect; on the % scale 0 is the no-effect control and ±100 the full control effect
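Erythrocytes infected with luciferase-expressing P. falciparum were dispensed at 2% hematocrit and 0.05% parasitemia (final), then incubated with compounds 96 hours at 37 C in 5% CO2. Luminescence after detection reagent addition reported growth.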
Cycloheximide cs: counter-screen for Shiga toxin inhibitors: cycloheximide protein synthesis inhibition | cell reporter, cycloheximide protein synthesis inhibition counterscreen | max response, % | 300,000 tested, 12% active | AID 2314; in the data active means max response mostly above about 13%, no sharp cut-off; inactive means mostly below about 14%; further: read at 38.3 µM for the half of the compounds with a filed dose; 0% is about no effect
TbPYK inhibitor: T. brucei pyruvate kinase inhibition | Q57TT1 | TbPYK enzyme, Kinase-Glo Plus ATP luminescence, 45 min | Potency, µM (series often up to 76.8 µM), for inactives: at the top dose activity, negative = inhibition, usual class: inhibitors | 410,000 tested, 0.12% active; further: potency means the concentration at half of the fitted maximal effect; on the % scale 0 is the no-effect control and ±100 the full control effect; nearly all actives have a fitted effect of over 50% in size
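ADP (130 uM final) triggers the TbPYK reaction after compound addition; incubation is 45 min at room temperature. Kinase-Glo Plus is then added and luminescence imaged. Normalized data are fitted to concentration-effect curves.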
LmPK inh: LmPK (Leishmania mexicana) enzyme inhibition | Q27686 | purified LmPK, Kinase-Glo ATP luminescence, 1 h | Potency, µM (highest dose often 57.5 µM), for inactives: at the highest dose activity change, negative = inhibition, actives largely listed as inhibitors | 290,000 tested, 0.37% active; further: potency means the concentration at half of the fitted maximal effect; on the % scale 0 is the no-effect control and ±100 the full control effect
Target sequence (Q27686 whole entry, looked up): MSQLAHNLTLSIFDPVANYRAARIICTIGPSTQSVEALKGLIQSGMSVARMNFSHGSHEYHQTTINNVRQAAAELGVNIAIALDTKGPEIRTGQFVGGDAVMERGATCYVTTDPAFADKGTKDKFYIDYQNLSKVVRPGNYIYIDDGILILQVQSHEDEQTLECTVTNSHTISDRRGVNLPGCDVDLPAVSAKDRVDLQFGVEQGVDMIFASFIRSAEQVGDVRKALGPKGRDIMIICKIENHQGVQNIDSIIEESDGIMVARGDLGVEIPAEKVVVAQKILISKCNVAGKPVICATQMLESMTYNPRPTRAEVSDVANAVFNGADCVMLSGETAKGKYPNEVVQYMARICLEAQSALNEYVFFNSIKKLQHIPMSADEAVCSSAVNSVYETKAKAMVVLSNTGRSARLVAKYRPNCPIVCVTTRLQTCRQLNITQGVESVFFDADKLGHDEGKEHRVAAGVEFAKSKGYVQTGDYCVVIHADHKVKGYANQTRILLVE
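In 50 mM imidazole pH 7.2 with 7 mM MgCl2, LmPK (0.1 nM) turned over PEP (0.5 mM) and ADP (0.1 mM) for 1 h at room temperature. Luciferase read-out of ATP.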
HCV inhibitor: HCV inhibition; Huh7.5.1 HCVcc-Cre infection, luciferase reporter, 44 h; Potency, µM (series often up to 41.8 µM), without a hit: at the highest dose activity change, negative = inhibition, most hits filed as inhibitors; 340,000 tested, 3.4% active; AID 651820; further: potency means the concentration at half of the fitted maximal effect; on the % scale 0 is the no-effect control and ±100 the full control effect
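Seed cells (1,000/well) for 4 h; treat with compound and infect with HCVcc-Cre, moi about 0.5. Incubate 44 h, then detect luciferase activity.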
Starred values were filed as active, the others as inactive; u = inconclusive; x = no result given; & = joins results of further samples; [ ] = another dose, or the depositor's remark. Unless noted, the call rests on the fitted dose curve; in most records, active means well fitted curve in the direction sought with a large enough effect; inconclusive means small, poorly fitted or top-dose-only effect, or another doubt; inactive means no such curve, though single readings can be large; an effect the other way counts as inactive or inconclusive.

smiles,Shiga toxin inh,Pf growth 48h,Pf growth 96h,Cycloheximide cs,TbPYK inhibitor,LmPK inh,HCV inhibitor
CCOC(=O)c1cccc(NC(=O)CSc2nnc(C)n2CC2CCCO2)c1 (configuration not stated),-6,-7%,37%[activator],-4,3%,-10%,-4%
O=C(NCCCn1ccnc1)C(=O)NCC1OCCCN1S(=O)(=O)c1ccccc1 (configuration not stated),-9,0%,-9%,1,-10%,0%,11%
CN(C)c1ccc(-n2cccc2/C=N/n2cnnc2)cc1,61*,58%[activator],u,36*,-2%,-4%,7%
Cn1c(=O)c2[nH]c(CN(Cc3ccccc3)Cc3ccccc3)nc2n(C)c1=O,-8,-8%,-29%,-4,6%,3%,12%
O=c1cc(-c2ccccc2)nc(N2CCN(Cc3ccccc3)CC2)[nH]1,7,u,-39%,-1,4%,-1%,11%
COc1ccc([N+](=O)[O-])cc1NC(C)C,6,10%,-9%,-2,2%,1%,u
O=C(OCc1nnc(-c2ccc(Cl)cc2)o1)c1ccc(=O)n(Cc2ccccc2)n1,11,11%,17%,8,-3%,-2%,0%&7%
Cc1ccc(C)c(Cn2nnc3c(=O)[nH]c(C4CCCN(C(=O)CC(C)C)C4)nc32)c1 (configuration not stated),-13,u,x,0,-18%,0%,-20%
S=c1nc2c(n[nH]1)c1ccccc1n2CCc1ccccc1,-9,-26%,-39%,-2,-17%,-12%,1%
C[N+]1(C)C2CCC1CC(OC(=O)c1ccco1)C2 (configuration not stated),-18,-18%,-16%,-2,-3%,-2%,10%
Cc1c(O)ccc(/C(Cc2ccc3ccccc3n2)=N\N)c1O,68*,u,u,29*,-3%,-10%,u
CCSc1nc2[nH]ncc2c(=O)[nH]1,-6,4%,u,-2,-4%,-3%,9%
CCN(C(=O)COC(=O)CCc1ccc(OC)cc1)c1c(N)n(Cc2ccccc2)c(=O)[nH]c1=O,x,-20%,0%,x,-8%,x,u
CSCCC(NC(=O)COc1ccccc1)C(=O)N1CCN(c2ccccc2)CC1 (configuration not stated),x,u,u,x,-1%,x,22%
C#CCOCCOCCOCCNc1nc(N2CCN(C(=O)C([C@@H](C)CC)n3cc(C(N)CC(C)C)nn3)CC2)nc(N2CCN(C(=O)[C@H](CCC(=O)O)n3cc(C(N)Cc4ccc(O)cc4)nn3)CC2)n1 (some centres not stated),-16,19%,1%,2,1%,3%,27%
Clc1ccccc1-c1nc(-c2ccc(Br)o2)no1,129*,7%,u,37*,-8%,1%,u
CCCc1nc(SCC(=O)Nc2nc3c(s2)CCCC3)c2ccccc2n1,7,19%,3%,28,-10%,6%,-10%
O=C(Cn1c(=O)c2cccn2c2ccccc21)NCc1cccc(F)c1,-12,-17%,u,13,10%,-9%,-11%
O=C(NC(=S)N1CCCCC1c1cccnc1)c1ccc(Br)cc1 (configuration not stated),-13,-5%,0%,-2,-5%,-6%,8%
CCSc1nnc(NC(=O)c2cc(OC)c(OC)c(OC)c2)s1,26,-31%,-10%,-2,7%,13%,-3%
O=C(Cn1c(-c2cncs2)nc2ccccc21)NCc1ccccc1,23,x,4%,7,-7%,0%,u
O=C(CSc1ncn[nH]1)Nc1ccc2c(c1)OCCO2,21,x,67%[activator],14,x,10%,1%
O=C(Nc1ncc2c(n1)CC(c1ccco1)CC2=O)c1ccc(Cl)cc1 (configuration not stated),2,7%,16%,-2,4%,-1%,-15%
CC(C)=CCN1CCN(Cc2ccc(N3CCNC3=O)cc2)CC1CCO (configuration not stated),45,-1%,-13%,11,8%,-3%,12%
Cn1c(O)c(C=NC2C(=O)C3(C)CCC2C3(C)C)c(=O)n(C)c1=O (configuration not stated),18,33%[activator],x,-1,-7%,-2%,-11%
CCOc1cc(C(=O)NCc2ccc(-c3nc4ccccc4o3)cc2)cc(OCC)c1OCC,11,36%[activator],47%[activator],16,-5%,1%,2%
COC(=O)c1nn(-c2ccccc2)ccc1=O,4,x,12%,7,3%,-2%,22%
CCN(Cc1ccccc1)C(=O)CCS(=O)(=O)c1cc2c(cc1Cl)NC(=O)CO2,-3,-18%,u,-2,-3%&-5%,-6%,3%
O=C(OCc1ccccc1)c1cccc(-c2nnc(-c3ccccc3)o2)c1,6,69%[activator],245%[activator],-5,2%,4%,-1%
COC(=O)C(C(=O)OC)C(C)C(C(=O)OC)C(=O)OC,-6,x,47%[activator],-3,2%,1%,13%
CCOC(=O)N1CCN(C(=O)C(=O)Nc2ccc3nc4n(c(=O)c3c2)CCCCC4)CC1,25,x,-32%,-5,2%,10%,u
CC(C)CC(NC(N)=O)C(=O)OCC(=O)NC(=O)NC1CCCC1 (configuration not stated),-5,4%,-13%,2,2%,2%,27%
CC(=O)c1ccc(S(=O)(=O)NC2CCCCCCC2)cc1,8,-4%,-14%,-8,-18%,2%,10%
Cn1c(-c2ccc3ccccc3n2)nc2cnccc21,49*,223%[activator],358%[activator],27*,-3%,-15%,-21%
O=C(Cn1ncc2c([nH]c3ccccc32)c1=O)N1CCN(c2ccccc2F)CC1,-12,35%[activator],15%,1,0%,2%,13%
COc1cccc(NC(=O)Nc2cc(C)ccc2OC)c1,-5,2%,8%,6,4%,-3%,-26%
O=C(c1ccco1)N1CCCSC1=Nc1ccccc1,15,u,u,-2,-6%,-4%,18%
CCn1c(SCC(=O)Nc2sc(C)c(C)c2C#N)nnc1C1CC1,-3,11%,4%,4,-6%,3%,-12%
COc1ccc(CNS(=O)(=O)c2ccc(-c3cc(C)no3)cc2)cc1,8,-9%,5%,10,7%,3%,9%
O=C(CNC(=O)c1cccs1)NCC(=O)OCC(=O)c1ccccc1,-18,0%,25%,-4,6%,8%,16%
CCc1nnc(NC(=O)c2ccc(-c3ccccc3Cl)o2)s1,10,x,74%[activator],4,x,-10%,0%
CCOC(=O)N1CCN(S(=O)(=O)c2cc(Cl)ccc2Cl)CC1,9,u,-1%,-6,1%,1%,7%
Cc1c(/C=N/Nc2ccc([N+](=O)[O-])cn2)c2ccccc2n1Cc1ccccc1,24,-1%,25%,20*,2%,-3%,12%
Cc1cc(C)n2c(SCC(=O)Nc3ccccc3C#N)nnc2n1,x,-22%,u,x,-3%,x,11%
CCOc1cc(C)c(Cl)cc1S(=O)(=O)n1ccnc1,-12,3%,35%[activator],-3,-2%,1%,5%
c1ccc(-c2nnc(CSc3ccc4c(c3)OCCO4)o2)cc1,29*,-10%,14%,19*,1%,2%,-23%
CC[N+](CC)(CC)CC,3,u,u,1,-4%&9%,-2%,22%
COc1cc([N+](=O)[O-])ccc1NC(=O)NNC(=O)C(C)Oc1ccc(F)cc1F (configuration not stated),-5,0%,u,0,7%,-7%,-1%
Cc1ccc(/C=N/NC(=O)c2nnn(-c3nonc3N)c2CSc2ccccc2)o1,17,-8%,-3%,-1,-6%,7%,0%
CCN(CC)C(=O)Cn1cc(C(=O)C(=O)NCCc2ccccc2)c2ccccc21,13,12%,2%,8,0%,6%,-6%
COc1ccc(NC(=O)N2CCCC2C(=O)Nc2ccc(C)cc2)cc1 (configuration not stated),23,x,-22%,1,3%,6%,5%
O=C(NCCN1C(=O)S/C(=C\c2cccnc2)C1=O)c1ccc([N+](=O)[O-])s1,x,-11%,51%[activator],x,2%,x,19%
COc1ccc(C(=O)OC(C)CN2CCN(C)CC2)cc1OC (configuration not stated),10,13%,0%,4,2%,-1%,-6%
CCOc1ccc(Oc2ccc(S(=O)(=O)N3CCOCC3)cc2NC(=O)CCNC(C)=O)cc1,x,u,u,x,0%,x,12%
COc1ccc(NC(=O)c2c(SC)nsc2SC)cc1,-3,4%,u,-1,-10%,3%,-3%
Nc1nc2c(c(=O)[nH]1)CN(Cc1ccccc1)CC2,x,-29%,10%,x,-6%,x,14%
Cc1ccc(-n2nc(C)cc2NC(=O)COc2cc(C)cc3oc(=O)c4c(c23)CCC4)cc1,-13,u,9.3µM*,14,1%,2%,7.1µM*
Cc1sc2nc(SCC(=O)NCc3ccco3)n(C)c(=O)c2c1C,-9,-6%,-1%,-1,-1%,4%,u
O=C(Nc1ccccc1C(F)(F)F)N1CCN(C(c2ccccc2)c2ccccc2)CC1,2,x,u,-3,-3%,9%,-19%
O=C(CCCC(=O)NCc1ccccc1)NCc1ccccc1,14,12%,u,-3,-6%,-4%,13%

The results go on:
smiles,Shiga toxin inh,Pf growth 48h,Pf growth 96h,Cycloheximide cs,TbPYK inhibitor,LmPK inh,HCV inhibitor
CCN(CC)CCCNC(=S)N(Cc1ccco1)Cc1cc2cc3c(cc2[nH]c1=O)OCCO3,-11,-5%,-94%,-1,x,-3%,-9%
CN(Cc1ccc(C(F)(F)F)cc1)C(=O)c1ccc2ccccc2n1,2,42%[activator],37%[activator],1,-5%,4%,23%
CN(C)S(=O)(=O)c1cc(NC(=O)CN2CCN(c3ccccc3O)CC2)ccc1Cl,1,u,u,-3,-2%,8%,u
O=C(CSc1nnc(-c2ccc(O)cc2)n1Cc1ccco1)c1ccccc1,6,x,49%[activator],7,-14%,14%,-4%
CC(=O)Nc1ccc(Sc2ccccc2C(=O)O)c(C(=O)O)c1,16,-2%,-16%,-1,-2%,3%,12%
Cc1cc(C(=O)NCC(=O)OCC(=O)N2CCCCCC2)ccc1[N+](=O)[O-],-7,7%,u,-2,6%,1%,0%
COC(=O)CCNC(=O)Cn1cnc2sc3c(c2c1=O)CCCC3,7,9%,-15%,-2,-1%,0%,10%
COc1ccc(NC(=O)C2CCN(S(=O)(=O)c3ccc4c(c3)NC(=O)CO4)CC2)cc1,-22,u,-1%,-10,0%,-4%,-7%
Cc1cc(C)c(CN2CCN(C(=O)Cn3ccc(NC(=O)OCc4ccccc4)nc3=O)CC2)c(C)c1,x,-1%,-26%,x,-2%,x,4.5µM*
C=C(C)COc1ccc(-c2ncnc(C(F)(F)F)c2-c2ccc(OC)cc2)c(O)c1,11,1.7µM*,0.93µM*,6,-1%,2%,u
Cc1cc(C)c2c(CN3CC(C)OC(C)C3)cc(=O)oc2c1C (configuration not stated),-6,u,u,-1,0%,9%,6%
CCCCn1c(N)c(N(CC(C)C)C(=O)CCCSc2nncs2)c(=O)[nH]c1=O,23,23%,-4%,-1,-4%,0%,27%

Molecules above that have bromine, in the order listed:
smiles,Shiga toxin inh,Pf growth 48h,Pf growth 96h,Cycloheximide cs,TbPYK inhibitor,LmPK inh,HCV inhibitor
Clc1ccccc1-c1nc(-c2ccc(Br)o2)no1,129*,7%,u,37*,-8%,1%,u
O=C(NC(=S)N1CCCCC1c1cccnc1)c1ccc(Br)cc1 (configuration not stated),-13,-5%,0%,-2,-5%,-6%,8%

Random draw from the library; 24% or so of the library scored in one or more.
